BRCA1 expr up: activators of BRCA1 expression; Potency, µM (top dose mostly 46.1 µM), for the others: at the highest dose activation, hits mostly activators; actives 1.1% (n = 380,000); MCF7-BRCA1-FFLuc reporter, luminescence, 48 h; response scale: scaled: vehicle 0%, 10 µM genistein 100%; active means well fitted activation curve with a large enough effect; inconclusive means small, poorly fitted or top-dose-only effect; inactive means no such curve, though single readings can be large or run the other way; further: nearly all actives have a fitted effect of over 80% in size; some results filed as inactive show a strong effect at the top dose
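Luminescence from a BRCA1-driven firefly luciferase in MCF7 cells was the read-out, taken 15 min after substrate addition following 48 h compound exposure at 37 °C. Data were normalized to a 10 microM genistein control and DMSO vehicle.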
Active calls of the source: *; ? = inconclusive; & = joins results of further samples. Potency means the concentration at half of the fitted maximal effect. Only part of the results is shown (hit frequency here may not be typical).

The opening 3 records, to show the layout:
SMILES	BRCA1 expr up
Cc1cccc(CSCc2ccc(C(=O)NCCc3ccccc3)o2)c1	2.7%
COc1ccc(-c2noc(-c3csc([C@@H]4C[C@H](O)[C@@H](CO)O4)n3)n2)cc1OC	14.1µM*
CCOc1ccc(NC(=O)Cn2c(=O)n(Cc3ccc(C(=O)NCc4ccc5c(c4)OCO5)cc3)c(=O)c3ccccc32)cc1	9.7%

The whole of this part, repeating the preview:
SMILES	BRCA1 expr up
Cc1cccc(CSCc2ccc(C(=O)NCCc3ccccc3)o2)c1	2.7%
COc1ccc(-c2noc(-c3csc([C@@H]4C[C@H](O)[C@@H](CO)O4)n3)n2)cc1OC	14.1µM*
CCOc1ccc(NC(=O)Cn2c(=O)n(Cc3ccc(C(=O)NCc4ccc5c(c4)OCO5)cc3)c(=O)c3ccccc32)cc1	9.7%
CN1CCN(C(=O)c2cc3c(c(-c4cccc(-c5cc6ccccc6o5)c4)n2)[C@@H](CCO)N(S(=O)C(C)(C)C)C3)CC1 (some centres not stated)	13.8%
Cc1oc(-c2ccccc2F)nc1CS(=O)(=O)CC(=O)N1CCN(c2ccc(Cl)cc2)CC1	-37.1%
CC(C)(C)OC(=O)N1C(=O)[C@](OC(=O)c2ccccc2)(c2ccc(F)cc2)c2ccccc21	-32.8%
CSc1ccc(CNC(=O)C2(C)CCCN2C)cc1 (configuration not stated)	0.0%
NC(N)=Nc1ccc(/C=C2\C=Cc3ccccc32)cc1	-42.8%
Cc1ccc2nc(C(C)(C)C)c(Cc3cccc(Cl)c3)n2c1	-26.0%
COc1ccc(-c2cc(C(=O)NCc3cccc(Cl)c3)[nH]n2)c(C)c1	0.9%
O=S(=O)(c1cccc(F)c1)N1CCN(c2nc(-c3cccs3)nc3ccccc23)CC1	10.4%
FC(F)C(F)(F)Oc1cccc(Nc2nccn3c(-c4ccc5ccccc5c4)cnc23)c1	0.0%
COc1ccccc1C(=O)Nc1nnc([C@@H]2C[C@H](O)[C@@H](CO)O2)s1	21.4%
O=C1NC[C@@H](CCCCN2C[C@H](Cc3ccccc3)N(Cc3ccccc3)C(=O)C2=O)N(CC2CCCCC2)C1=O	-6.7%
CCCS(=O)(=O)NC(=O)C1(C)CCCN(C(=O)c2ccncc2)C1 (configuration not stated)	-10.4%
CCCCCc1c(-c2ccccc2F)ncn1CCc1ccccc1OC	-23.7%
Cc1ccc(-c2csc3ncnc(Sc4nnnn4-c4ccccc4)c23)cc1	-51.0%
COc1ccc(CNC(=O)c2ccc(-n3ccnc3)c3ccoc23)cc1OC	-50.6%
COc1cccc(-n2c(=O)c3sc4ccccc4c3n(CC(=O)Nc3cccc(Cl)c3)c2=O)c1	-16.7%
Cc1cc2nc(C3CCCCC3)c(Cc3ccsc3)n2c(C)c1Br	-15.8%

Part of the list above in order of heavy-atom count, highest first.
SMILES	BRCA1 expr up
CCOc1ccc(NC(=O)Cn2c(=O)n(Cc3ccc(C(=O)NCc4ccc5c(c4)OCO5)cc3)c(=O)c3ccccc32)cc1	9.7%
O=C1NC[C@@H](CCCCN2C[C@H](Cc3ccccc3)N(Cc3ccccc3)C(=O)C2=O)N(CC2CCCCC2)C1=O	-6.7%
COc1ccc(CNC(=O)c2ccc(-n3ccnc3)c3ccoc23)cc1OC	-50.6%
Cc1cccc(CSCc2ccc(C(=O)NCCc3ccccc3)o2)c1	2.7%
COc1ccc(-c2cc(C(=O)NCc3cccc(Cl)c3)[nH]n2)c(C)c1	0.9%
Cc1cc2nc(C3CCCCC3)c(Cc3ccsc3)n2c(C)c1Br	-15.8%
NC(N)=Nc1ccc(/C=C2\C=Cc3ccccc32)cc1	-42.8%

(next part)
SMILES	BRCA1 expr up
CN1CCCC1CN1CCCC1 (configuration not stated)	-9.2%
Cc1ccc(NC(=O)Cn2c(=O)n(CCC(C)C)c(=O)c3cccnc32)cc1C	0.0%
CCc1nc2ccc(C(=O)NCCCN3CCCC3=O)cn2c1N(C)CCC(C)C	21.0%
COc1ccc(CN2C(=O)CCC2(C)c2nc3ccccc3[nH]2)cc1 (configuration not stated)	11.7%
CC(C)(C)OC(=O)N1CCN(c2nc(-c3cccs3)nc3ccccc23)CC1	1.6%
CCOc1ccccc1NC(=O)C(Cc1ccccc1)NS(=O)(=O)c1ccc(Br)s1 (configuration not stated)	-38.6%
Cc1cccc(COC[C@H](Cc2ccccc2)N2CCN(C(=O)c3ccc(C(F)(F)F)cc3)CCC2=O)c1	-55.8%
CC(=O)N1CCCC1c1nc2ccccc2n1Cc1ccccc1F (configuration not stated)	-0.2%
COc1ccc(CNc2nc(-c3ccccc3)nn2C(=O)c2ccccc2OC)cc1	65.4%
CC1(C(=O)Nc2cnc3ccccc3c2)CCN1Cc1ccc(-c2ccccc2)o1 (configuration not stated)	-23.2%
CCCCOCCCNC(=O)C[C@@H]1C[C@@]2(C(=O)OCC)CCC=C2N(Cc2ccccc2)C1=O	16.9%
COc1ccc(C(=O)Nc2cc(C(C)C)c(O)c(S(=O)(=O)c3ccc(Cl)cc3)c2C)cc1	?
CCN(Cc1ccc(OC)cc1)c1ccc(-c2nc(-c3ccncc3)no2)cc1[N+](=O)[O-]	7.3%
COc1cc2c(=O)c(S(=O)(=O)c3ccc(F)cc3)cn(Cc3ccccc3C)c2cc1OC	-17.2%
O=C1C=C(O)CC2(CCCCC2)C1	4.3%
O=C(c1cccc(-c2cncc3nccn23)c1)N1CCOCC1	-9.5%
CCOC(=O)C1(C)CCN1C(=O)c1ccc(Cl)nc1 (configuration not stated)	-9.4%
O=c1oc2c(CN3CCOCC3)c(O)ccc2cc1-c1ccccc1	34.5%
CC1(C(=O)NS(=O)(=O)c2ccc3ccccc3c2)CCN1C(=O)CC1CCCCC1 (configuration not stated)	12.2%
O=C(Cn1c(=O)n(-c2ccc(Cl)cc2)c(=O)c2sc3ccccc3c21)NC1CCCCC1	12.3%
COc1cc(-c2cc3nc(NCc4ccco4)ccn3n2)cc(OC)c1OC	-21.8%
CCNC(=O)C1(C)CCN(C(=O)c2ccc(C)c(F)c2)C1 (configuration not stated)	6.4%
Cc1ccc(C)c(NC(=O)Cn2c(SCC(=O)NCc3ccccc3)nc3ccccc32)c1	0.0%
CCCCOCCCNC(=O)C[C@@H]1C[C@@]2(C(=O)OCC)CCC=C2N(Cc2cccc3ccccc23)C1=O	-18.3%
CC(=O)N1CCc2c(sc3c2c(=O)n(Cc2ccccc2)c(=O)n3CC(=O)Nc2ccc(C)c(F)c2)C1	-26.4%
COc1ccc(-c2noc(-c3ccc(NCc4ccco4)c([N+](=O)[O-])c3)n2)cc1	21.8%
COc1ccc(NC(=O)Cn2cc(S(=O)(=O)N3CCC(C)CC3)c3ccccc3c2=O)cc1Cl	-29.9%
COc1ccc(NC(=O)Nc2cc(-c3cn4cccnc4n3)ccc2C)cc1	14.0%
Cc1noc(C)c1-c1ccc(C(=O)Nc2ccc(C(C)C)cc2)c2occc12	-42.9%
COc1cc(CNC(=O)Nc2nc(C(N)CCc3ccccc3)cs2)cc(OC)c1OC (configuration not stated)	-9.0%
CC(C)C[C@H]1CN([C@@H](CC(C)C)CN2CCC[C@H]2CN2C(=O)C(=O)NC[C@@H]2Cc2ccc(O)cc2)C(=O)C(=O)N1CCc1ccccc1	-3.3%
COc1ccccc1S(=O)(=O)N1CCN(c2nc(-c3cccs3)nc3ccccc23)CC1	38.6%
CCn1nccc1NC(=O)c1csc([C@@H]2C[C@H](O)[C@@H](CO)O2)n1	17.2%
COc1ccc(C2=Nc3ccccc3NC(=O)C2N(Cc2ccc(F)cc2)C(=O)c2ccco2)cc1 (configuration not stated)	0.0%
CCOC(=O)c1noc2ncn(CC(=O)Nc3cccc(Cl)c3)c(=O)c12	2.0%
O=C(/C=C/[C@H]1O[C@@H](n2cnc3c(NC(=O)c4ccccc4)ncnc32)[C@H](O)[C@@H]1O)NCCCN1CCCC1=O	14.6%
COc1cccc2cc(C(=O)Nc3ccc(CC(=O)O)cc3)c(=O)oc12	-61.4%
NC(=O)c1cccc(-c2ccnc3c2CC(C(=O)NCC2CC2)O3)c1 (configuration not stated)	-9.0%
Cc1ccc(OCCn2c(C3CC(=O)N(Cc4ccc(F)cc4)C3)nc3ccccc32)c(C)c1 (configuration not stated)	-64.9%
Cc1nn(Cc2noc(C(=O)NCc3cccc(F)c3)n2)c(C)c1Br	-12.5%
CCN(CC)c1nc(C#N)nc(OC)n1	2.3%
O=C1CCCCCCC(=O)[C@H](O)C[C@H](c2ccccc2)O1	3.3%
Fc1ccc(CCNc2ncnc3nc[nH]c23)cc1	28.0%&18.2%
CCCN(CCC)C(=O)Cn1c(=O)n(-c2ccc(CC)cc2)c(=O)c2ccc(C(=O)NCCc3ccccc3)cc21	18.9%
COc1ccc(C#Cc2cnc(Cl)c3cncnc23)cc1OC	6.0%
O=c1c2ccccc2n(Cc2ccccc2F)c(=O)n1-c1cccc(F)c1	7.9%
CC(C)C[C@H]1CN([C@@H](CC(C)C)CN2CCC[C@@H]2CN2C(=S)NC[C@@H]2Cc2ccc(O)cc2)C(=S)N1CC1CCCCC1	-69.3%
Cc1ccc(OCCN2CCC2(C)C(=O)NCc2ccc(C(F)(F)F)cc2)cc1 (configuration not stated)	-15.3%
Cc1ccc2[nH]c(=O)c(CN(Cc3ccccc3)Cc3nnnn3Cc3ccco3)cc2c1	-27.4%
Cc1ccc(N=C2NC(=O)CC(C(=O)Nc3cc(C(F)(F)F)ccc3Cl)S2)cc1 (configuration not stated)	-9.5%
O=C(NCc1ccccc1)c1cc(C2CCCCN2C(=O)CCc2ccccc2)on1 (configuration not stated)	-16.0%
O=C(C[n+]1cccc(Br)c1)c1ccc2c(c1)CCCC2	85.7%
Cc1cc(F)ccc1NC(=O)C1CCN(C(=O)c2cnn(-c3ccccc3)c2-n2cccc2)CC1	-12.0%
COc1ccc(CCNC(=O)CCc2c(C)nc3cc(-c4ccccc4OC)nn3c2C)c(OC)c1	-20.7%
CCN(CC)/[N+]([O-])=N/OCOC(=O)Cc1c(C)n(C(=O)c2ccc(Cl)cc2)c2ccc(OC)cc12	-16.0%
CC(C)NC(=O)C1(C)Cc2c(-c3cccc(C(N)=O)c3)ccnc2O1 (configuration not stated)	7.6%
Cc1cccc(CNC(=O)C(=O)Nc2ccccc2C)c1	39.2%
C=Cc1ccc(Cn2c(C)c(C(=O)NCc3ccccc3C(F)(F)F)sc2=O)cc1	-4.6%
CSc1ccc(CN2CCC2(C)C(=O)Nc2ccc(C)c(O)c2)cc1 (configuration not stated)	0.7%
CCNC(=O)C1(C)CCCN1Cc1c(F)cccc1F (configuration not stated)	-2.8%
(further entries)
SMILES	BRCA1 expr up
CN(C)Cc1ncccc1Oc1nc2cc(-c3cccc(Cl)c3)sc2c(=O)n1C	0.4%
O=C(COc1ccc(Br)cc1Br)Nc1ccc(S(=O)(=O)Nc2ncccn2)cc1	-1.3%
CCN(CC)c1c(C)nc2ccc(C(=O)Nc3cc(-c4ccccc4)ccc3OC)cn12	-47.2%
CCOC(=O)[C@]12CCCC=C1N(Cc1ccc3c(c1)OCO3)C(=O)[C@H](CC(=O)NCc1cccc3ccccc13)C2	-14.4%
COC(=O)c1nc2n(n1)C(c1cc(OC)ccc1OC)C(C(=O)Nc1ccc(C)cc1C)=C(C)N2 (configuration not stated)	14.1%
CCCc1ccc2c(C(F)(F)F)cc(C(F)(F)F)cc2n1	-1.0%
COc1cccc(C(O)c2nc(-c3ccc(F)cc3OC)cs2)c1 (configuration not stated)	17.5%
Cc1ccc(OCC(=O)OCc2cc(=O)n3nc(-c4cccs4)sc3n2)cc1	0.0%
CC(C)(C)Cc1c(-c2ccc(Cl)cc2)nc2c(Cl)cc(C(F)(F)F)cn12	0.0%
O=C(NC1CCN(Cc2ccccc2)CC1)c1ccc(Cn2c(=O)c3ccccc3n(Cc3cccc(F)c3)c2=O)cc1	-0.1%
Cc1ccc(Cc2c(-c3ccc(C#N)cc3)nc3c4ccccc4ccn23)cc1	3.2%
CC(=O)Nc1cc(-c2ccccc2N(C)C)cn2c(-c3ccccc3)cnc12	-53.4%
O=[N+]([O-])c1cc(-c2nc(-c3cccnc3)no2)ccc1NCc1ccccc1	0.0%
Cc1ccc2c(c1)-c1nc(-c3ccc(Cl)cc3)cc(-c3coc4ccccc4c3=O)c1CO2	14.4%
Nc1[nH]c(C(=O)c2ccccc2)c(-c2ccc(F)cc2)c1C(=O)NCc1ccccc1	4.1%
COc1ccccc1NC(=O)C1=C(C)Nc2nc(SCc3ccccc3Cl)nn2C1c1ccccn1 (configuration not stated)	1.5%
COc1cccc(-c2cnc3c(NC(C)=O)cc(-c4cccc(C(=O)NCCN(C)C)c4)cn23)c1	-2.2%
OC[C@@H]1CN(Cc2ccc(-c3ccccc3)cc2)C[C@H](n2cnc3c(NC4CC4)ncnc32)O1	-22.2%
COc1cccc(OCc2cc(C3Nc4ccccc4C(=O)N3Cc3ccccc3)ccc2OC)c1 (configuration not stated)	-19.5%
CC1(C(=O)NS(=O)(=O)c2ccc(C#N)cc2)CCN1C(=O)Cc1ccc(Cl)cc1Cl (configuration not stated)	55.2%
COc1ccc2nc(SCC(=O)c3c(C)[nH]c4ccccc34)nc(C)c2c1	-3.9%
OC(c1ccccc1)c1nc(-c2cccc(F)c2)cs1 (configuration not stated)	74.4%
CC1=C(C(N)=O)C(c2cccc(Br)c2)n2nc(SCc3ccccc3Cl)nc2N1 (configuration not stated)	12.5%
CCCNC(=O)C1(C)CCN(C(=O)c2cc(C)nn2C(C)(C)C)C1 (configuration not stated)	12.3%
COc1ccc(C(N)c2csc(Nc3nncc4ccccc34)n2)cc1 (configuration not stated)	-22.5%
C=CCOc1cccn2c(N(C=O)Cc3ccccc3)c(CC)nc12	1.2%
CCOc1ccc(N(CC)S(=O)(=O)c2cc(Br)cc3c2N(C(C)=O)C(C)C3)cc1 (configuration not stated)	-15.9%
COc1ccc(NC(=O)C2Cc3c(-c4ccccc4)ccnc3O2)cc1OC (configuration not stated)	-41.2%
